# High-throughput results as filed in PubChem BioAssay.
# LDHA inh = qHTS assay for inhibitors of human lactate dehydrogenase; actives 0.15% (n = 480,000); purified LDHA, NADH/diaphorase-resazurin fluorescence; stronger effect = lower value; activity change, % (values are at about 110 or 230 µM); AID 1347041, 2019; in the data active = activity change below about -30%; inconclusive = mostly about -25% to -30%;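 also: plate controls were DMSO wells for no effect and wells without enzyme for full effect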
#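 Remaining NADH was detected by diaphorase (0.133 mg/mL) converting 37 µM resazurin to fluorescent resorufin, read at 0 and 20 minutes. The preceding 5-minute room-temperature reaction used 2 nM LDHA, 0.2 mM sodium pyruvate and 0.06 mM NADH at pH 7.4.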
# 12-LOX inh = Primary qHTS assay for inhibitors of human arachidonate 12S-lipoxygenase (ALOX12): Round 2 | Potency, µM (top dose mostly 108 µM), without a hit: at the highest dose activity change, negative = inhibition, actives largely listed as inhibitors | purified 12hLO, xylenol orange hydroperoxide absorbance | actives 1.1% (n = 580,000) | Polyunsaturated fatty acid lipoxygenase ALOX12 (Homo sapiens), P18054; active = well fitted inhibition curve with a large enough effect; inconclusive = small, poorly fitted or top-dose-only effect, or another doubt; inactive = no such curve, though single readings can be large or run the other way; also: potency is read from the fitted curve at half-maximal effect
# Target sequence (P18054 whole entry, looked up): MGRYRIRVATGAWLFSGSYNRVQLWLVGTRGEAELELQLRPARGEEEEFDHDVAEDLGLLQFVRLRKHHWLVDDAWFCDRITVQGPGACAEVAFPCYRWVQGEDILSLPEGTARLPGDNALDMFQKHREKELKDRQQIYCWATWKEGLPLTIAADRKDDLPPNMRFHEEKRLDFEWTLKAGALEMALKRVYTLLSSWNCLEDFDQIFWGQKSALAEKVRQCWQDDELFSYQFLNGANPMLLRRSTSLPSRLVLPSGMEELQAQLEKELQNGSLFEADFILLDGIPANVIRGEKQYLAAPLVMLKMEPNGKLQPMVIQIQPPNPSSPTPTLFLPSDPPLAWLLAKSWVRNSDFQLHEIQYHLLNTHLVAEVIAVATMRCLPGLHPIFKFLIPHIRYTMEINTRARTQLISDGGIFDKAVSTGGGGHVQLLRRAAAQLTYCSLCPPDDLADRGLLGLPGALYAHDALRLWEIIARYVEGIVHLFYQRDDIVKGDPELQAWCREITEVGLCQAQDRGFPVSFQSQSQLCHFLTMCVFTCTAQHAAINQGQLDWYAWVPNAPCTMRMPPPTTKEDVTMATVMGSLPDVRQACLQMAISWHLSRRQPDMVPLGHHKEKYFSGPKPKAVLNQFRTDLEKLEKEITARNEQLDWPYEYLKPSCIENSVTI
#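 Hydroperoxide product was detected by ferrous iron/xylenol orange as the 573 to 405 nm absorbance ratio. Arachidonic acid at 40 uM (final) was turned over for 30 min at room temperature by 150 nM human 12hLO, pH 7.0 Hepes buffer, after 15 min compound preincubation.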
# * marks the source's active call; other numbers are inactive results; ? = inconclusive; & = joins results of further samples; [ ] = another dose, or the depositor's remark. Unless noted, % is scaled to controls: 0 for no effect and ±100 for the full control effect. Not all compounds are listed. The share of hits here may be higher or lower than overall.
# Below each compound – LDHA inh	12-LOX inh
O=[N+]([O-])c1nccn1CCCCCCN1CCOCC1
  0	17%
COc1cc(C)cc2oc(=O)c(CC(=O)NCCc3cccc(F)c3)c(C)c12
  4	?
Cc1c(C(=O)NCc2cccs2)sc(=O)n1Cc1ccc(S(=O)(=O)N(C)C)cc1
  -3	-20%
Cc1cccc(-c2nc(C#N)c(NCc3ccc4c(c3)OCO4)o2)c1
  -11	?
O=C(O)CN1C(=O)S/C(=C/c2ccc(F)cc2)C1=O
  -4	-39%
O=C(Nc1cccc(Br)c1)c1ccccc1OCC1CCCO1 (configuration not stated)
  -4	-2%
O=C(Nc1ccc(Cl)c(Cl)c1)C12CC3CC(CC(C3)C1)C2
  -8	20%
O=C(CCc1nnc2ccc(NCc3ccc4c(c3)OCO4)nn12)N1CCc2ccccc2C1
  3	?
Cc1oc2cc(OCCN3CCC(C(N)=O)CC3)ccc2c(=O)c1-c1ccc(Br)cc1
  8	?
COc1ccc(C(C(=O)NC(C)(C)C)n2c(=O)c(-c3ccco3)nc3ccccc32)cc1 (configuration not stated)
  -4	25µM*
CC(C)(C)NC(=O)COC(c1ccccc1)c1ccccc1
  3	9%
CCc1nc(C#N)c(N2CCN(c3cccc(Cl)c3)CC2)o1
  7	0%
CCC1c2ccsc2CCN1C(=O)CCC(=O)N1CCN(S(=O)(=O)c2ccccc2)CC1 (configuration not stated)
  -7	2%
Cc1ccc(S(=O)(=O)N2CCOCC2)cc1C(=O)Nc1ccccc1-c1nc2ccccc2[nH]1
  7	-24%
CCc1nnc(SCC(=O)Nc2cc(OC)cc(OC)c2)c2cc3sccc3n12
  -1	7%
CN(Cc1cccc(F)c1)Cc1cc(=O)n2cc(Br)ccc2n1
  3	7%
COc1ccc(-c2ccc(CCC(=O)NC3CCS(=O)(=O)C3)o2)cc1 (configuration not stated)
  5	-3%
O=C(N[C@@H]1CC[C@@H](CCn2cc(-c3ccccc3)nn2)O[C@@H]1CO)c1cnccn1
  -2	-19%
O=C(Cn1c(=O)c(C(F)(F)F)nc2ccccc21)N1CCN(c2ccccc2F)CC1
  10	-15%
CC(C)C[C@@H]1COc2cc(N3CC[C@H](O)C3)ccc2S(=O)(=O)N1
  1	9%
COc1cc(NCC(=O)NC(C)(C#N)C(C)C)c(OC)cc1Cl (configuration not stated)
  -1	?
Cc1ccc(NC(=O)COc2ccc3c(C)cc(=O)oc3c2)c(C)c1
  -8	?
O=C(O)CNS(=O)(=O)c1ccc(Br)c2ccccc12
  -1	?
COC(=O)C1(C(=O)OC)C[C@H](c2ccc(OC)cc2)N(Cc2ccccc2OC)[C@@H]1c1ccc(OC)cc1
  -2	-7%
N#CCCN(C(=O)CSc1ccc2ccccc2n1)c1ccccc1
  1	-38%
COc1ccc(C)cc1NC(=O)CSc1nc2ccccc2nc1C
  2	1%
CCOc1cc(-c2nn3c(-c4cccc(C)c4)nnc3s2)cc(OCC)c1OCC
  5	4%
COc1ccc(-c2nc(N)n(C(=O)c3ccc(Cl)cc3)n2)cc1
  4	-8%
Cc1cccc(-c2ocnc2C(=O)Nc2ccc3c(c2)OCCO3)c1
  0	-23%
O=C(NCc1cccs1)c1ccc2ccccc2c1
  0	9%
CN1C(C(=O)c2ccccc2)=C(OC(=O)c2ccccn2)c2ccccc2S1(=O)=O
  28	21%
Cc1cccc(CN2CCN(C3CN(Cc4cn(Cc5ccccc5)nn4)S(=O)(=O)C3)CC2)c1 (configuration not stated)
  1	?
COc1c(Cl)cc(Cl)cc1/C=N/O
  5	-24%
Cn1c(=O)c2[nH]c(CN3CCN(c4ccccc4F)CC3)nc2n(C)c1=O
  6	0%
OC(c1ccc(F)cc1)c1nc(/C=C/c2ccccc2)cs1 (configuration not stated)
  -3	-14%
Cn1c(SCC(=O)Nc2cccc(C#N)c2)nc2cc(-c3ccccc3)sc2c1=O
  1	-12%
CSCc1cc(C(=O)NCCN2CCOCC2)c(N)s1
  2	13%
Cc1ccc(C)c(NC(=O)C23CCC(=O)N2c2ccccc2C(=O)N3Cc2ccccc2)c1 (configuration not stated)
  -4	2%
O=C(Nc1cccnc1N1CCCC1)N1CCN(c2cnccn2)CC1
  5	-5%
CC(C)NC(=O)CN1CCN(C(=O)c2cc3cc(Cl)ccc3[nH]2)CC1
  -8	4%
Cc1ccc2c(CN3CCCCCC3)cc(=O)oc2c1
  0	?
CNC(=S)NNC(=O)c1ccc(C)cc1Cl
  6	30%[activator]
CN(c1ccccc1)S(=O)(=O)c1ccc(Cl)c(C(=O)OCn2nnc3ccccc3c2=O)c1
  0	-22%
COc1ccccc1OCc1ccc(C(=O)O)o1
  0	?
CCC(C)C(=O)NCc1ccncc1 (configuration not stated)
  0	3%
CC(O)(c1cccc(F)c1)c1nc(-c2cccc(C(F)(F)F)c2)cs1 (configuration not stated)
  1	?
CCCS(=O)(=O)NC(=O)C1(C)CCN(C(=O)c2cc(C)oc2C)C1 (configuration not stated)
  -8	-22%
CC(C)CCn1c(SCC(N)=O)nc2c1c(=O)[nH]c(=O)n2C
  3	-19%
N#Cc1ccc(COc2ccc(Br)cc2Br)cc1
  -1	?
COC(=O)c1c(C)[nH]c(C(=O)OC(C)c2nnc(-c3ccccc3)o2)c1C (configuration not stated)
  -20	8%

# (listing goes on)
# Below each compound – LDHA inh	12-LOX inh
Cc1cc(C)c(SC(C)C(=O)NC2CC2)c(C)c1 (configuration not stated)
  15	-4%
Cc1ccc(/C=C(/C#N)C(=O)c2ccsc2)cc1C
  5	?
Cc1c(C(=O)C(=O)NCc2ccccc2Cl)c2ccccc2n1C
  -2	?
NC(=O)c1ccccc1OCc1coc(-c2ccc(F)cc2)n1
  -5	11%
Cc1ccc2oc(-c3cc(NC(=O)c4ccccc4C)ccc3O)nc2c1
  -11&7	7%&13%
O=C(NCc1ccccc1)C1c2ccccc2OCC(=O)N1Cc1cccnc1 (configuration not stated)
  -3	0%
Fc1cccc(CCNc2ncnc3nc[nH]c23)c1
  1	45%[activator]
CC(C)C(C(=O)NCc1ccccc1)N1CCN(c2ccccc2F)CC1 (configuration not stated)
  -11	-27%
CC(C)c1cccc(N(C)CC(=O)NC(N)=O)c1
  1	3%
CN(C)CCCNc1nc2cc(-c3cnn(Cc4ccccc4)c3)sc2c(=O)n1C
  0	-4%
CNC(=O)COC(=O)c1cc(-c2ccc(F)cc2)nc2ccccc12
  9	11%
Cc1ccc(C2SCc3cc(C)c(C)cc3CS2)c(O)c1
  8	?
CCCCn1cnc2c1c(=O)n(CC(=O)Nc1ccc(C)c(F)c1)c(=O)n2CCCC
  7	7%
CCOC(=O)C1=CC[C@@H](c2ccncc2)N(S(=O)(=O)c2ccc(C)cc2)C1
  -9	-76%
O=C(O)c1cc2ccc(-c3ccccc3)cc2[nH]1
  2	-8%
Clc1ccc(-c2nn3c(-c4ccc5ccccc5n4)nnc3s2)cc1
  -9	?
N#Cc1nc(-c2ccc(S(=O)(=O)N3CCCC3)cc2)oc1NCc1ccc2c(c1)OCO2
  ?	-21%
CCC(CC)NC(=O)N1CCN(S(=O)(=O)c2ccccc2C#N)CC1
  -10	?
Cc1cc(C)cc(C(=O)N2CCN(Cc3cccc4cccnc34)CC2)c1
  -5	-22%
N#Cc1cccc(NC(=O)NCCNc2ccccn2)c1
  2	14%

# Five entries already listed, ordered by number of heavy atoms, rising.
# Below each compound – LDHA inh	12-LOX inh
N#Cc1cccc(NC(=O)NCCNc2ccccn2)c1
  2	14%
CCCS(=O)(=O)NC(=O)C1(C)CCN(C(=O)c2cc(C)oc2C)C1 (configuration not stated)
  -8	-22%
Cc1ccc(NC(=O)COc2ccc3c(C)cc(=O)oc3c2)c(C)c1
  -8	?
CCCCn1cnc2c1c(=O)n(CC(=O)Nc1ccc(C)c(F)c1)c(=O)n2CCCC
  7	7%
Cc1ccc(S(=O)(=O)N2CCOCC2)cc1C(=O)Nc1ccccc1-c1nc2ccccc2[nH]1
  7	-24%

# The list continues.
# Below each compound – LDHA inh	12-LOX inh
C=CCN(Cc1cccs1)C(=O)CCc1ccco1
  0	-43%
Cc1ccccc1C(=O)Nc1ccc2c(c1)CCC2
  4	?
O=c1ccn([C@@H]2O[C@H](CNCc3ccccc3OCc3ccc(Cl)cc3Cl)[C@@H](O)[C@H]2O)c(=O)[nH]1
  -4	?
Cn1c(=O)[nH]c(=O)c2c1nc(Sc1nc3ccccc3[nH]1)n2Cc1ccccc1Cl
  3	-14%
Cc1nc2cc(-c3cccc(F)c3)nn2c(C)c1CCC(=O)NC1CCN(Cc2ccccc2)CC1
  0	?
C=CCn1c(N2CCN(Cc3ccc(Cl)c(Cl)c3)CC2)nc2c1c(=O)[nH]c(=O)n2C
  -6	8%
CC1(C(=O)NS(=O)(=O)c2cccc(Cl)c2)CCN1C(=O)c1ccccc1CCc1ccccc1 (configuration not stated)
  -6	-11%
COc1ccc(CN2CCN(Cc3ccc(OCc4ccncc4)cc3)CC2)cc1
  -11	?
O=c1[nH]c(=S)[nH]c2c1C(c1ccc(F)cc1)OC(CCOCc1ccccc1)C2 (configuration not stated)
  -13	?
O=C(NCc1nc(-c2ccccc2)no1)NC1CCCCC1
  1	21%

# 6 of these compounds in another layout.
SMILES | LDHA inh | 12-LOX inh
Cc1nc2cc(-c3cccc(F)c3)nn2c(C)c1CCC(=O)NC1CCN(Cc2ccccc2)CC1 | 0 | ?
C=CCn1c(N2CCN(Cc3ccc(Cl)c(Cl)c3)CC2)nc2c1c(=O)[nH]c(=O)n2C | -6 | 8%
CC1(C(=O)NS(=O)(=O)c2cccc(Cl)c2)CCN1C(=O)c1ccccc1CCc1ccccc1 (configuration not stated) | -6 | -11%
COc1ccc(CN2CCN(Cc3ccc(OCc4ccncc4)cc3)CC2)cc1 | -11 | ?
O=c1[nH]c(=S)[nH]c2c1C(c1ccc(F)cc1)OC(CCOCc1ccccc1)C2 (configuration not stated) | -13 | ?
O=C(NCc1nc(-c2ccccc2)no1)NC1CCCCC1 | 1 | 21%

# (more compounds)
# Below each compound – LDHA inh	12-LOX inh
O=c1[nH]c(Nc2ccccc2)nc2nccc(-c3ccco3)c12
  -3	35µM*
COc1ccc(S(=O)(=O)Oc2ccc3c(c2)O/C(=C\c2sccc2C)C3=O)cc1
  13	?
CCCOc1ccc(C2C(=O)N(C3CCC(C)CC3)CC(=O)N2Cc2ccc(F)cc2)cc1OC (configuration not stated)
  4	?
COc1cc(OC)nc(Nc2nc(C(N)Cc3ccc(F)cc3)cs2)n1 (configuration not stated)
  -6	-7%
CCc1ccc(OCC(=O)Nc2ccc(OC)cc2OC)c(-n2cnnc2)c1
  2	7%
CC(C)CN1CCOC(CNC(=O)N2CCN(S(=O)(=O)c3ccc(F)cc3)CC2)C1 (configuration not stated)
  -10	8%
COc1ccccc1NC(=O)CSc1nc2c(=O)[nH]cnc2n1-c1ccccc1
  -1	16%
Cn1c(CNC(=O)c2ccccc2Br)nnc1SCC(=O)N1CCOCC1
  -5	7%
Cc1cc(C)c(C(=O)COC(=O)COc2ccc(Cl)c(C)c2)cc1C
  -6	33%[activator]
COc1cc(CN2C[C@@H](CO)O[C@@H](n3cnc4c(N(C)C(C)C)ncnc43)C2)cc(OC)c1OC
  -3	-2%
CC(C)(C)C(=O)/C=c1/[nH]c(=O)/c(=C/c2cccc(C(F)(F)F)c2)s1
  -11	22%
Cc1onc(-c2ccc(F)cc2F)c1C(=O)NCc1cccs1
  -6	2%
CCOc1ccccc1Oc1coc2cc(OCc3ccccc3)ccc2c1=O
  9	-5%
Nc1ccccc1OCc1ccccc1
  15	-53%
Cc1c(C(=O)Nc2cccc(Oc3ccccc3)c2)sc(=O)n1Cc1ccc(F)cc1
  -5	19%
CC(C1CC1)N(Cc1ccccc1)S(=O)(=O)c1ccc(Cl)cc1 (configuration not stated)
  9	-1%
CC(=O)Oc1ccc2c(C)c(CC(=O)NCCc3ccc(Cl)cc3)c(=O)oc2c1OC(C)=O
  1	?
O=C1CC(c2ccc(C(=O)O)cc2)c2sc(C(=O)O)c(-c3ccccc3)c2N1 (configuration not stated)
  4	?
O=C(NCCC(c1ccccc1)c1ccccc1)c1ccc2ccccc2n1
  -2	23%
CC(NC(=O)c1nccnc1N)c1ccc2ccccc2c1 (configuration not stated)
  2	20%
Cc1[nH]c2ccccc2c1C(=O)C(C)Oc1ccc(Cl)c2ccccc12 (configuration not stated)
  1	?
O=S(=O)(NCCc1csc2nc(-c3cccc(F)c3)nn12)c1ccc2c(c1)CCCC2
  -1	4%
CNC(=O)c1ccc(CN(CC(=O)NC2(C#N)CCCCC2)C2CC2)cc1
  2	0%
CC(C)(C)C(c1nc2ccccc2[nH]1)n1c(-c2cccc(S(C)(=O)=O)c2)nc2ccccc21 (configuration not stated)
  -2	-8%
Cc1ccc(N2CCN(C(C(=O)O)c3cn(CC(=O)O)c4cc(F)ccc34)CC2)c(C)c1 (configuration not stated)
  2	-18%
Cc1ccc2c(CN3CCN(c4ccccn4)CC3)cc(=O)oc2c1C
  -7	?
COc1ccc(C(C)NC(=O)c2[nH]c3c(c2C)C(=O)CCC3)cc1F (configuration not stated)
  22	-20%
